# High-throughput results: PubChem BioAssay, National Center for Advancing Translational Sciences (NCATS)
# KB-V1 cytotox = qHTS assay for MDR1-selective chemotherapeutics: Primary screen using the drug-selected MDR subline cells KB-V1. Potency, µM (titrated, usually from 46.1 µM), for the others: top-dose activity change, negative = cytotoxicity, most hits filed as cytotoxic. KB-V1 MDR cells viability, CellTiter-Glo, 72 h. 400,000 compounds, 3.4% hits. AID 1347076, 2019; further: potency means the concentration at half of the fitted maximal effect; on the % scale 0 is the no-effect control and ±100 the full control effect; nearly all actives have a fitted effect of over 60% in size
#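 Potencies derive from concentration-effect curves fitted to normalized luminescence (CellTiter-Glo) of KB-V1 cells treated for 72 h at 37 degrees C in phenol-red-free DMEM containing 10% FBS.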
# HT1080 IDH1KD tx = qHTS for induction of synthetic lethality in tumor cells producing 2HG: qHTS for the HT-1080-IDH1KD cell line; HT-1080 IDH1 knockdown viability, ATP luminescence, 48 h; Potency, µM (doses to about 46.1 µM), without a hit: at the top dose activity, negative = toxicity, hits mostly cytotoxic; 360,000 compounds, 2% hits; AID 686971, 2013;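 further: potency means the concentration at half of the fitted maximal effect; 0% = DMSO wells and -100% = cell-free medium wells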
#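 Knockdown cells (IDH1KD HT-1080) received compounds 2 h after plating at 750 cells/well and were kept 48 h at 37 °C in 5% FBS RPMI. A CellTiter-Glo luminescence read gave % activity for curve fitting.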
# GLP1R ag = qHTS of GLP-1 Receptor Agonists. HEK293 GLP-1R CRE-luciferase, luminescence, 4-6 h; cells express a hypersensitive GLP-1R form. Potency, µM (doses to about 45.6 µM), without a hit: at the top dose activation, hits mostly activators. 380,000 compounds, 0.007% hits; further: potency means the concentration at half of the fitted maximal effect; % of control where 0% means no effect
# Target sequence (P43220 whole entry, looked up): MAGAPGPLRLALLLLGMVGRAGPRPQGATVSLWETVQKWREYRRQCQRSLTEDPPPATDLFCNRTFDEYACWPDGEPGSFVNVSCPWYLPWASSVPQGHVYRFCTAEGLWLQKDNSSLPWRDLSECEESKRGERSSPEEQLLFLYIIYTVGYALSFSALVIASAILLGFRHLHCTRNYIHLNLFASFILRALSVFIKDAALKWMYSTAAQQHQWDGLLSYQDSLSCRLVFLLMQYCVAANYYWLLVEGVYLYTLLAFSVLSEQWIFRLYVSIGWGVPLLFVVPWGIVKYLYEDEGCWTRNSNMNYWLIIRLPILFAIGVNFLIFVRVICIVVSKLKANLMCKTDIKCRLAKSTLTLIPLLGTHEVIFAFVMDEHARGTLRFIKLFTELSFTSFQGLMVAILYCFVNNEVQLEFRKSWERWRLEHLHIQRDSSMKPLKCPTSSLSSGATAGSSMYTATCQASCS
# SW480 rerep = A quantitative high throughput screen for small molecules that induce DNA re-replication in SW480 colon adenocarcinoma cells; SW480 DNA re-replication, Hoechst DNA content imaging, 48 h; Potency, µM (top dose mostly 46.1 µM), without a hit: at the highest dose re-replication activation, hits mostly activators; 340,000 compounds, 1.8% hits; AID 624297, 2012; further: potency means the concentration at half of the fitted maximal effect; % of control where 0% means no effect; nearly all actives have a fitted effect of over 55% in size
#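 DNA re-replication was detected as more nuclei of elevated Hoechst intensity after 48 hr exposure to compound (23 nL pinned per well of 250 cells).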
# DRD3 antagonist = qHTS of D3 Dopamine Receptor Antagonist: qHTS; 360,000 compounds, 2.5% hits; AID 652054, 2013; D(3) dopamine receptor (Homo sapiens), P35462; max response, negative = inhibition, %; D3R cells, DiscoveRx beta-arrestin luminescence, antagonist mode; hits give low values; in the data active means max response below about -50%; inconclusive means no clear call, values can overlap the other calls; further: on the % scale 0 is the no-effect control and ±100 the full control effect; mostly tested at two doses, the higher about 12 µM
# Target sequence (P35462 whole entry, looked up): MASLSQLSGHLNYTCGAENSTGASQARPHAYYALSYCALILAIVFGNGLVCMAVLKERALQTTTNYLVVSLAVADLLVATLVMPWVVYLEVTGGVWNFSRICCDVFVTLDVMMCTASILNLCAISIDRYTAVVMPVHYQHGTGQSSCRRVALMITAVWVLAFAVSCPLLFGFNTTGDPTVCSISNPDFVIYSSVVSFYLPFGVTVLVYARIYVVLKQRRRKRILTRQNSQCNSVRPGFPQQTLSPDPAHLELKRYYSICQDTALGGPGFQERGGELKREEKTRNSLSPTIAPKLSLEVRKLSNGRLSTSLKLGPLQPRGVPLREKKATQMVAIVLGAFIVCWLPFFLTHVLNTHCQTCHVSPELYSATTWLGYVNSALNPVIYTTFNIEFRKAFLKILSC
#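 Cells expressing the human receptor were seeded at 1500 cells/well, incubated overnight at 37 degrees C in 5% CO2, then exposed to library compounds with dopamine controls for 90 minutes at 37 degrees C before luminescent detection.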
# D3 ag = qHTS of D3 Dopamine Receptor Agonist: qHTS; D(3) dopamine receptor (Homo sapiens), P35462; D3R DiscoveRx beta-arrestin cells, luminescence, 90 min; 410,000 compounds, 0.58% hits; max activation, %; AID 652048, 2013; in the data active means max activation above about 30%; further: 0% is about no effect; mostly tested at two doses, the higher about 12 µM
#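 Agonist mode: compounds and dopamine controls were applied to plated cells for 90 min at 37 degrees C after an overnight attachment at 1500 cells/well. Luminescent read-out followed 30 - 60 minutes at room temperature with DiscoveRx detection reagent.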
# IL1B secr inh = qHTS for Inhibitors of Inflammasome Signaling: IL-1-beta AlphaLISA Primary Screen; THP-1 LPS/ATP IL-1B secretion, AlphaLISA, 16 h; hits give low values; 360,000 compounds, 4.7% hits; AID 743279, 2014; activity change, % at 57.5 µM; in the data active means activity change below about -50%; inconclusive means mostly about -30% to -49%; further: on the % scale 0 is the no-effect control and ±100 the full control effect
#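 Secreted IL-1B measured by AlphaLISA bead assay after 16 h compound exposure of THP-1 cells; compounds (final up to 57.5 uM) added 1 h before LPS (250 ng/mL) and ATP (1.25 mM) stimulation; lower signal means less secretion.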
# KB-3-1 cytotox = qHTS assay for MDR1-selective chemotherapeutics: Primary screen using the parental adenocarcinoma cell KB-3-1; KB-3-1 viability, CellTiter-Glo ATP luminescence, 72 h; 400,000 compounds, 1.4% hits; AID 1347075, 2019; Potency, µM (doses to about 46.1 µM), for the others: at the highest dose activity change, negative = cytotoxic, actives largely listed as cytotoxic; further: potency means the concentration at half of the fitted maximal effect; on the % scale 0 is the no-effect control and ±100 the full control effect; nearly all actives have a fitted effect of over 60% in size
#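 Cytotoxicity measured as CellTiter-Glo luminescence after 72 h at 37 C. Compound titrations were pinned onto drug-naive KB-3-1 parental adenocarcinoma cells grown in DMEM with 10% FBS, and normalized data fitted to concentration-response curves.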
# HT1080NT lethal = qHTS for induction of synthetic lethality in tumor cells producing 2HG: qHTS for the HT-1080-NT fibrosarcoma cell line; AID 686970, 2013; Potency, µM (titrated, usually from 46.1 µM), inactives show at the top dose activity, negative = less viability, actives largely listed as cytotoxic; HT-1080-NT fibrosarcoma viability, CellTiter-Glo ATP luminescence, 48 h; 360,000 compounds, 1.6% hits;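 further: NT is the 2HG producing partner of a matched IDH1 knockdown line; potency means the concentration at half of the fitted maximal effect; 0% = DMSO-treated cells and -100% = media-only wells without cells; nearly all actives have a fitted effect of over 55% in size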
#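 Fibrosarcoma NT cells, 750 per well in 5% FBS RPMI, were exposed to compound for 48 hours. Viability: CellTiter-Glo luminescence.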
# An asterisk follows results filed as active; ? = inconclusive; . = not tested or not shown; [ ] = dose if it differs, or a comment. Unless noted, the call rests on the fitted dose curve; in most records, active means well fitted curve in the direction sought with a large enough effect; inconclusive means small, poorly fitted or top-dose-only effect, or another doubt; inactive means no such curve, though single readings can be large; an effect the other way counts as inactive or inconclusive.
# Order of values – KB-V1 cytotox	HT1080 IDH1KD tx	GLP1R ag	SW480 rerep	DRD3 antagonist	D3 ag	IL1B secr inh	KB-3-1 cytotox	HT1080NT lethal
CC(C)OP(=O)(OC(C)C)C(Nc1ccc(C(=O)O)cc1)c1ccccc1 (centres undefined)
  27%	3%	-3%	2%	5	1	23	0%	1%
CCN(CC)c1cc(NCCO)c([N+](=O)[O-])c2nonc12
  6%	-10%	8%	-1%	14	-1	-8	7%	-10%
Cc1ccc(S(=O)(=O)N2CCN(C(=O)C3Cc4ccccc4CN3C(=O)c3ccco3)CC2)cc1 (centres undefined)
  0%	12%	-11%	13%	1	1	-11	9%	1%
CCO[C@@H]1OC(C(=O)NCc2ccccc2)=C[C@H](C)[C@H]1CCCO
  -21%	1%	0%	-19%	5	11	11	-10%	8%
COc1cccc(NC(=O)COC(=O)COc2cccc3c2OC(C)(C)C3)c1
  .	1%	-8%	-15%	-21	6	13	.	3%
O=C(COc1ccc([N+](=O)[O-])cc1)Nc1ccc2c(c1)CCC2
  ?	6%	-6%	?	-6	-6	-27	-12%	5%
Cc1c(C(=O)OC(C)C)[nH]c2c1C(=O)CCC2
  -15%	0%	2%	1%	-10	7	-6	?	-16%
COc1ccc(C(=O)NCCS(=O)(=O)NC(C)c2ccccc2)cc1 (centres undefined)
  -12%	0%	5%	-45%[inhibitor]	10	-7	1	0%	-12%
COc1ccccc1NC(=O)NC1(C(=O)N2CCCCC2)CCCCC1
  ?	5%	0%	3%	-18	-14	-76*	17%	12%
Nc1nonc1C(=Nc1ccccc1)NO
  1%	-3%	-11%	-4%	-17	-5	0	-13%	12%
O=C(COC(=O)c1ccccc1Br)NCCN1C(=O)CSC1=O
  0%	8%	4%	-1%	8	0	-3	10%	20%
CCOc1cccc(C(=O)N(Cc2cccc(F)c2)C2CCS(=O)(=O)C2)c1 (centres undefined)
  -1%	6%	10%	-10%	4	4	14	-2%	5%
COc1ccc(NC(=O)c2ccc(COc3ccccc3)o2)cc1
  -21%	-4%	5%	?	18	2	-25	-6%	-4%
O=S(=O)(Nc1ccc(N2CCOCC2)cc1)c1cc(Cl)ccc1Cl
  ?	-14%	3%	-1%	0	-1	-3	-13%	-13%
CCOC(=O)C1CCN(S(=O)(=O)CCNC(=O)c2cccc(OC)c2)CC1
  -27%	0%	-1%	?	12	5	11	1%	-1%
O=c1[nH]c(=O)c2nnc(N/N=C/c3ccccc3F)nc2[nH]1
  1%	4%	-7%	-2%	9	1	7	2%	-2%
CCOc1ccc(N(C(=O)c2cnccn2)C(C(=O)NC2CCCCC2)c2ccc(O)cc2)cc1 (centres undefined)
  6%	3%	5%	-5%	-6	2	12	16%	3%
CCc1ccc(C(C)NC(=O)c2ccncc2)cc1 (centres undefined)
  -3%	-1%	-1%	15%	12	-7	42	-12%	8%
O=C(COc1ccc2c3c(c(=O)oc2c1)CCCC3)N1CCN(c2ccc(F)cc2)CC1
  -28%	4%	3%	-6%	0	6	7	0%	13%
Cc1cccc(C)c1NC(=O)C(c1cccc2ccccc12)n1c(=O)c(-c2cc3ccccc3[nH]2)nc2ccccc21 (centres undefined)
  -7%	-8%	.	.	14	-3	54	-8%	-10%

# Three of the compounds above, with tabs.
Compound	KB-V1 cytotox	HT1080 IDH1KD tx	GLP1R ag	SW480 rerep	DRD3 antagonist	D3 ag	IL1B secr inh	KB-3-1 cytotox	HT1080NT lethal
CCO[C@@H]1OC(C(=O)NCc2ccccc2)=C[C@H](C)[C@H]1CCCO	-21%	1%	0%	-19%	5	11	11	-10%	8%
COc1cccc(NC(=O)COC(=O)COc2cccc3c2OC(C)(C)C3)c1	.	1%	-8%	-15%	-21	6	13	.	3%
O=C(COc1ccc([N+](=O)[O-])cc1)Nc1ccc2c(c1)CCC2	?	6%	-6%	?	-6	-6	-27	-12%	5%

# New compounds follow.
# Order of values – KB-V1 cytotox	HT1080 IDH1KD tx	GLP1R ag	SW480 rerep	DRD3 antagonist	D3 ag	IL1B secr inh	KB-3-1 cytotox	HT1080NT lethal
O=C(Cc1c(F)cccc1Cl)Nc1ccc(S(=O)(=O)NCC2CCCO2)cc1 (centres undefined)
  9%	-7%	5%	-13%	9	4	-3	-4%	17%
COCCSc1nnc(NC(=O)CS(=O)(=O)c2ccc(C)cc2)s1
  1%	-2%	0%	-8%	3	5	3	8%	3%
COc1ccc(C(=O)CSc2nnc(-c3ccco3)c(-c3ccco3)n2)cc1
  -2%	-2%	-3%	6.5µM*	-3	1	40	?	-2%
O=c1c2nnn(Cc3ccccc3)c2ncn1C/C=C/c1ccccc1
  -21%	-12%	6%	-5%	25	-2	63	-29%	10%
NC(=O)C1CCN(C(=O)C2CCC(=O)N(CC3CCCCC3)C2)CC1 (centres undefined)
  2%	15%	1%	7%	-9	8	9	-12%	21%
COc1c2c(c(OC)c3ccccc13)[C@@]1(OC2)O[C@H](CCO)C[C@H](O)[C@H]1O
  15%	4%	9%	.	-10	5	0	14%	4%
Cc1cc2cc(CCNS(C)(=O)=O)c(=O)[nH]c2cc1C
  6%	11%	-20%	-3%	-17	4	7	14%	1%
CCOCCCNC(=O)Cn1cnc2c(cnn2-c2ccc(OC)cc2)c1=O
  0%	1%	8%	18%	2	5	28	18%	7%
CCC(=O)N(CCC1(c2ccccc2OC)CCOC(C(C)C)C1)Cc1ccco1 (centres undefined)
  ?	?	7%	-34%[inhibitor]	-2	1	.	-6%	?
Cc1cccc(/C=N/NC(=O)Cc2cccs2)c1
  0%	-1%	10%	1%	5	8	17	18%	1%
CC1=CC2=NC(=O)CC(C)(C(=O)N(CC(=O)NC3CCCC3)c3ccccc3F)N2C=C1 (centres undefined)
  19%	-12%	-1%	-14%	0	1	15	3%	0%
COc1cc2nc(NC(=O)c3ccc(S(=O)(=O)N4CCOCC4)cc3)sc2cc1OC
  ?	.	13%	.	.	2	.	1%	.
C[C@]12c3[nH]c4ccccc4c3CCN1C(=O)C(CC(=O)NCCCn1ccnc1)C[C@@H]2C(=O)N1CCOCC1 (some centres undefined)
  0%	8%	-3%	-5%	?	4	17	0%	7%
CC1CCCCN1C(=O)CN1C(=O)NC2(CCCCC2C)C1=O (centres undefined)
  ?	-1%	-27%	-4%	-2	0	-3	0%	-2%
CC(=O)N=Nc1[nH]c(N)c2ccccc12
  1%	6%	3%	-4%	6	10	2	23%	1%
Cn1c(N)c(C(=O)c2ccc(Cl)cc2)c(=O)n(C)c1=O
  21%	0%	2%	0%	-17	-8	14	13%	0%
COC(=O)c1c(NC(=O)C2CC=CCC2C(=O)O)sc(C(N)=O)c1C (centres undefined)
  23%	13%	-1%	2%[9.22 µM]	0	0	12	13%	4%
O=C(NCc1cccnc1)c1ccc(-c2cc3ccccc3oc2=O)cc1
  -27%	?	-1%	?	1	10	-22	0%	?
CC(=O)N1CCOc2ccc(S(=O)(=O)N3CCCC(C)C3)cc21 (centres undefined)
  0%	6%	1%	-22%	15	0	18	2%	2%
COc1ccc(N2C(=O)CC(C)(C)CC2=O)cc1OC
  24%	5%	-3%	-4%	7	0	8	12%	1%
CCOC(=O)C1=NN(c2ccc(OC)cc2)C2C(=O)N(c3ccccc3OC)C(=O)C12 (centres undefined)
  -14%	15%	2%	-12%	3	2	-4	2%	18%
COc1cc(C(CC(=O)Nc2cc(C)ccc2C)N2Cc3ccccc3C2=O)cc(OC)c1OC (centres undefined)
  21%	.	3%	.	.	-1	.	-9%	.
O=C(Cc1ccccc1)Nc1ccc(S(=O)(=O)N2CCCC2)cc1
  -9%	1%	11%	?	-3	-11	-12	0%	-2%
CCOc1ccc(C(C)C)cc1S(=O)(=O)n1ccnc1C
  0%	12%	10%	-4%	-2	0	41	-4%	-2%
COc1ccc(CCNC(=O)C(=O)Nc2ccc3nc4n(c(=O)c3c2)CCCCC4)cc1OC
  ?	-7%	30%	3%	19	7	-19	23%	-14%
O=[N+]([O-])c1cnccc1-n1nnc2ccccc21
  ?	?	-1%	.	0	-11	-116*	1%	?
CN(C)S(=O)(=O)c1cccc(COC(=O)C2=COCCO2)c1
  0%	0%	-1%	-5%	?	-7	0	0%	-1%
COc1cccc(NC(=O)c2cc3c(=O)n(C)c4ccccc4c3n2C)c1
  0%	.	3%	.	.	3	.	-5%	.
O=C(NC1CC2CCCC(C1)N2S(=O)(=O)c1ccccc1)c1ccccc1 (centres undefined)
  ?	4%	-22%	-3%	8	3	17	-1%	5%
C=CCn1c(SCC(=O)Nc2ccc(C(=O)OCC)cc2)nnc1-c1sc(N)nc1C
  -2%	7%	-11%	5%	2	1	18	4%	8%
Cc1ccc(S(=O)(=O)n2cc(CO)c3ccccc32)cc1
  -17%	-1%	7%	12%	-13	-5	0	-2%	-23%
COc1ccc(CC(=O)NNC(=O)c2ccccc2)cc1OC
  7%	-2%	-2%	-10%	-3	0	0	5%	-7%
O=C(NCCc1ccc(Cl)cc1Cl)c1ccc2nc[nH]c2c1
  16%	-19%	-2%	?	-1	-9	5	4%	-1%
CCN1C(=O)[C@H]2[C@@H](c3ccc(OC)cc3)N[C@]3(CCCN(Cc4ccc(C)cc4)C3=O)[C@H]2C1=O
  -5%	-1%	-3%	.	-9	0	-3	4%	2%
